Hck Nef HTS = inhibitors of human Hck kinase activated by Nef; P08631; Recombinant Hck-YEEI plus Nef, Z-Lyte FRET kinase assay; inhibition, % at 20 µM; 220,000 compounds, 0.68% hits; AID 463187;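 active means Hck-Nef kinase inhibition above about 50%, limit read from the data; inactive means inhibition below that limit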;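 further: 0% = DMSO with Hck plus Nef and 100% = Hck alone without Nef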
hK5 inh = kallikrein 5 (human) inhibition | Q9Y337 | recombinant hK5, fluorogenic AMC substrate cleavage | inhibition, % at 5 µM | 210,000 compounds, 0.59% hits | AID 873;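 active means inhibition of 40% or more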;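 further: 0% = enzyme controls without compound and 100% = no-enzyme blanks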
Target sequence (Q9Y337 67-293 limits assumed): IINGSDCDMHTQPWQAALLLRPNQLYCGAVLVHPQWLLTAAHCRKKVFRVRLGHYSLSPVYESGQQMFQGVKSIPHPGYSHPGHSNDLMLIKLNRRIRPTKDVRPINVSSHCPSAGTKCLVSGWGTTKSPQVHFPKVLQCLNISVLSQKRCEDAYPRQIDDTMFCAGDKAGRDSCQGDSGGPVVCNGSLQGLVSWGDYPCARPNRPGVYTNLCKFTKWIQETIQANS
FXIa inh = inhibitors of human coagulation factor XIa. purified FXIa, Boc-Glu-Ala-Arg-AMC fluorogenic substrate. inhibition, % at 5 µM. 220,000 compounds, 0.14% hits. P03951;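 active means inhibition of at least 40%; inactive means inhibition below 40%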;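 further: fluorescence of freed AMC excited at 355 nm; 0% = enzyme without compound and 100% = no enzyme blank; many of its hits are not listed in these tables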
Target sequence (P03951 19-387 limits assumed): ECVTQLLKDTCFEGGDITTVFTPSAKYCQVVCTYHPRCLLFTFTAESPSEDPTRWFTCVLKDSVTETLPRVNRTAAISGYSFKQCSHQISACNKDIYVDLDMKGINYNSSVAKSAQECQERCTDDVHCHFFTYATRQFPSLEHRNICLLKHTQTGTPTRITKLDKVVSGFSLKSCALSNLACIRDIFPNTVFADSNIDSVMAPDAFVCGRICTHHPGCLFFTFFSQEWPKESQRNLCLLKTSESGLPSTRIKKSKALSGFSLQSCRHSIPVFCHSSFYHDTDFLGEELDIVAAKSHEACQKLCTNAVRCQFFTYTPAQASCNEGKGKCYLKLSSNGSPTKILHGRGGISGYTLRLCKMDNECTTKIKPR
Target sequence (P03951 388-625 limits assumed): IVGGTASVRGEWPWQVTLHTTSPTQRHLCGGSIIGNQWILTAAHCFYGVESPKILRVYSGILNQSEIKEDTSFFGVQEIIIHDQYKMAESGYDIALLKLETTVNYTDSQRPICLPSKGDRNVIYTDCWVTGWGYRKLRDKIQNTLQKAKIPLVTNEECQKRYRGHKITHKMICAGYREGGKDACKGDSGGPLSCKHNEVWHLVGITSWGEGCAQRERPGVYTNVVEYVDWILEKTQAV
thrombin 1536 = blocks human thrombin protease activity; alpha-thrombin, Boc-VPR-AMC fluorogenic substrate cleavage; 220,000 compounds, 0.26% hits; P00734; inhibition, % at 5 µM;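 active means inhibition at or above 40%; inactive means inhibition below 40%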;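 further: 0% = enzyme with no compound and 100% = wells without enzyme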
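Test system: human alpha-thrombin protein / Dosing: one concentration per compound, 5 µM, with 0.2% DMSO / Medium: pH 7.5 Tris-saline with Tween 20 / Benchmarks: no-compound enzyme wells and no-enzyme blanks / Read-out basis: percent inhibition of thrombin substrate cleavage / Timing: reaction at room temperature / Measured by: fluorescence, ex 355 nm, em 460 nm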
Wee1 stabilizer = blocks degradation of human Wee1 kinase; 220,000 compounds, 1.2% hits; reporter increase, % at 5 µM; HeLa Luc-Wee1K328M stability, luciferase luminescence; 100% = proteasome inhibitor MG132 effect; AID 1321; P30291;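 active means activation above the mean of all tested compounds plus 3 SD, set per screening run, cut at about 8.8% in these data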;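 further: cells exposed to compound for 20 h before luminescence read; 0% = DMSO alone and 100% = MG132 at 30 µM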
Runt-SMMHC FRET = Runt domain-CBFb-SMMHC interaction inhibition. Cerulean-Runt/Venus-CBFb-SMMHC FRET ratio 530/480, 1 h. inhibition, % at 20 µM. 220,000 compounds, 0.74% hits. Q01196+Q13951;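 active means mean inhibition across duplicate retests at 20 µM reaching about 50%, limit read from the data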;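 further: 0% = DMSO wells and 100% = wells with excess untagged CBFb-SMMHC; inhibitors lower the FRET ratio by blocking Runt binding to CBFb-SMMHC; some results filed as inactive read as strong as hits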
Runt-CBFb FRET = Runt domain-CBFb interaction inhibition; inhibition, % at 20 µM; 220,000 compounds, 0.46% hits; Q01196+Q13951; Cerulean-Runt/Venus-CBFb FRET ratio 530/480, 1 h; AID 1496;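 active means inhibition over about 50% at 20 µM in the single-dose screen, limit read from the data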;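 further: 0% = DMSO wells and 100% = excess unlabeled CBFb competitor control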
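Measured by: fluorescence energy transfer, 422 nm excitation, 530/480 nm emission; Assay system: Cerulean-Runt domain; Medium: Tris pH 7.5 buffer with BSA; Measure: loss of energy transfer signal; Controls: 5 µM unlabeled CBFb as full-inhibition high control; Incubation: protein complex preformed 1 h, compound exposure 1 h, room temperature, dark.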
FXIIa inh 1536 = inhibitors of human coagulation factor XIIa. purified FXIIa, Boc-QGR-AMC fluorogenic substrate, 2 h. inhibition, % at 5 µM. 220,000 compounds, 0.3% hits. AID 800; in the data active means inhibition above about 40%;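 further: 0% = enzyme with no compound and 100% = blank without enzyme; many of its hits are not listed in these tables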
14-3-3 Bad inh = disrupts binding of bovine 14-3-3 zeta to phospho-Bad peptide; TR-FRET 14-3-3zeta/Dy647-pBad peptide displacement, 1 h; 220,000 compounds, 0.71% hits; AID 781; inhibition, % at 21.7 µM; P63103;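 active means inhibition above about 70%, limit read from the data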;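 further: 0% = full 14-3-3 plus peptide FRET controls and 100% = background without 14-3-3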
Target sequence (P63103 whole entry, looked up): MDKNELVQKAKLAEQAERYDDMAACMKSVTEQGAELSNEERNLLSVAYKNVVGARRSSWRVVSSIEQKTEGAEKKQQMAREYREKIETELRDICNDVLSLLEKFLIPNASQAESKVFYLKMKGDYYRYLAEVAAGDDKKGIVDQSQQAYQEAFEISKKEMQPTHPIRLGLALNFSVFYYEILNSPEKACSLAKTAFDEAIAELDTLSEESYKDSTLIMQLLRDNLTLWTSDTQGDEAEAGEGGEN
* = called active by the depositor; x = no result given; [ ] = dose if it differs, or a comment. Outcome played no part in choosing rows; overall some 4.2% were active at least once.

SMILES	Hck Nef HTS	hK5 inh	FXIa inh	thrombin 1536	Wee1 stabilizer	Runt-SMMHC FRET	Runt-CBFb FRET	FXIIa inh 1536	14-3-3 Bad inh
Cn1c(SCC(=O)N2CCOCC2)nc2cccnc21	1	3	4	-4	0	-1	2	14	9
O=C(c1ccco1)N1N=C(c2ccc(Cl)cc2)CC1(O)C(F)(F)F (centres undefined)	-7	-4	-4	-7	0	0	-3	6	-5
CCOC(=O)C1CCN(C(=O)c2cccs2)CC1	14	-5	-7	-11	-2	-24	-3	-1	0
Cc1c(Cl)cccc1N1C(=O)CC(N(O)c2ccccc2)C1=O (centres undefined)	2	0	2	6	0	-2	2	20	-8
COc1ccc(C(=O)Nc2cccc(N(C)S(C)(=O)=O)c2)cc1OC	2	-8	0	0	1	-5	0	9	-9
COc1ccc(/C=C/c2nnc(NC(=O)C(C)C)s2)cc1	26	1	1	-7	0	4	-1	4	-5
COCCNC(=O)CSc1ccccc1C(=O)NCC1CCCCC1	22	6	4	-2	0	1	-2	10	-11
CCCCCCCCCC(=O)Nn1cnc2ccccc2c1=O	14	70*	31	2	-6	3	-8	52*	4
Cc1cc(C)n(-c2nc3ccccc3c(=O)n2OCC(=O)Nc2c(C)cccc2C)n1	1	3	5	-2	-3	2	0	6	1
COc1ccccc1N1CCN(C(=O)Cn2nnc(-c3cccs3)n2)CC1	-8	8	2	3	-1	1	1	9	-8
CC1=NN(C(=O)Cn2nc([N+](=O)[O-])cc2C)C(O)(C(F)(F)F)C1 (centres undefined)	3	-24	3	0	0	-1	0	4	-17
COc1cc(NC(=S)N2CCN(c3ccccn3)CC2)c(OC)cc1Cl	17	-11	8	-10	4	26	44	12	-6
CC(C(=O)NCCc1ccc(F)cc1)N1CCN(Cc2ccccc2)CC1 (centres undefined)	4	-15	-2	4	-1	-2	-1	5	-22
Cc1ccc(-c2nc(NC(=O)CSc3nnnn3-c3ccccc3)ns2)cc1	2	-9	-2	-4	7	-8	-1	-4	11
O=C(COC(=O)c1ccc(O)cc1)Nc1ccc(OC(F)F)cc1	16	0	-3	-3	-1	3	-1	4	-10

Shown as a hit in FXIIa inh 1536, of those listed so far:
SMILES	Hck Nef HTS	hK5 inh	FXIa inh	thrombin 1536	Wee1 stabilizer	Runt-SMMHC FRET	Runt-CBFb FRET	FXIIa inh 1536	14-3-3 Bad inh
CCCCCCCCCC(=O)Nn1cnc2ccccc2c1=O	14	70*	31	2	-6	3	-8	52*	4

Single records (already shown). Values in the order: Hck Nef HTS | hK5 inh | FXIa inh | thrombin 1536 | Wee1 stabilizer | Runt-SMMHC FRET | Runt-CBFb FRET | FXIIa inh 1536 | 14-3-3 Bad inh
`O=C(c1ccco1)N1N=C(c2ccc(Cl)cc2)CC1(O)C(F)(F)F` (centres undefined) is entered as -7 | -4 | -4 | -7 | 0 | 0 | -3 | 6 | -5
`O=C(COC(=O)c1ccc(O)cc1)Nc1ccc(OC(F)F)cc1` is entered as 16 | 0 | -3 | -3 | -1 | 3 | -1 | 4 | -10
`CC1=NN(C(=O)Cn2nc([N+](=O)[O-])cc2C)C(O)(C(F)(F)F)C1` (centres undefined) is entered as 3 | -24 | 3 | 0 | 0 | -1 | 0 | 4 | -17
`COc1ccccc1N1CCN(C(=O)Cn2nnc(-c3cccs3)n2)CC1` is entered as -8 | 8 | 2 | 3 | -1 | 1 | 1 | 9 | -8

Next compounds follow:
SMILES	Hck Nef HTS	hK5 inh	FXIa inh	thrombin 1536	Wee1 stabilizer	Runt-SMMHC FRET	Runt-CBFb FRET	FXIIa inh 1536	14-3-3 Bad inh
C/C(=C\C(=O)OCC(=O)NCc1ccccc1)C(=O)OCC(=O)NCc1ccccc1	1	-19	19	-5	1	-5	1	22	6[fluorescence artefact?]
Cc1ccc2ncnc(NCCC(=O)O)c2c1	7	-9	8	-1	0	-6	-1	14	-4
O=S(=O)(Oc1ccccc1/C=N/n1cnnc1)c1ccccc1	-44	2	0	-3	8	4	3	8	-3
COC(=O)c1cc2c(ccn2-c2ccc(F)cc2)n1Cc1ccc(OC)cc1	2	-19	5	-4	0	-1	1	13	-13
Cc1nc2oc3c(NCc4ccccc4)ncnc3c2c2c1COC(C)(C)C2	1	-10	0	1	2	-4	-6	-3	13[fluorescence artefact?]
Cc1ccc2c(c1)C(c1ccc(F)cc1)N(C(=O)c1cc3ccccc3oc1=O)CC(=O)N2 (centres undefined)	-12	-1	-3	-1	0	2	-1	0	8
CSc1ccc(/C=C/C(=O)NC(=O)c2ccccc2O)cc1	12	3	7	x	0	-3	-1	11	-8
COC(=O)CN1C(=O)CC(C)(C)Sc2ccccc21	-2	-7	6	-1	-2	1	0	11	4
COc1ccc(Cc2n[nH]c(=S)n2-c2ccc3c(c2)OCCO3)cc1	17	20	-6	-2	-3	14	1	13	-15
Nc1ccc(-c2cnc(-c3ccc(N)cc3)nc2)cc1	2	-12	-4	-4	0	-2	-1	8	8
O=[N+]([O-])c1ccc(Oc2ccc(C(F)(F)F)cn2)cc1	0	-5	-2	1	-2	2	0	3	0
Cc1ccc(NC(=O)C(=O)NCCc2c[nH]c3ccccc23)cc1C	11	-5	-6	4	-1	6	0	-2	-4
COc1ccc(OCc2nnc(SCC(N)=O)n2N)cc1	2	-13	6	-1	1	-2	3	13	7[fluorescence artefact?]
COC(=O)CC1SC(=O)NC1=Nc1cccc(C)c1 (centres undefined)	7	-5	-9	-2	2	1	2	7	7[fluorescence artefact?]
CCOc1cc2[nH]c(=S)n(CCCN3CCCC3=O)c(=O)c2cc1OCC	-4	-2	-3	-9	1	-2	6	-9	4
COc1ccc2oc(=O)c(/C(C)=N/Nc3ccccc3)cc2c1	20	2	0	-11	5	-98	-34	8	0
CCOc1ccccc1NC(=O)NCCC1=CCCCC1	0	-3	0	6	2	-3	-2	14	-16
O=C(O)CC(c1cccc([N+](=O)[O-])c1)N1Cc2ccccc2C1=O (centres undefined)	-5	x	-2	-2	-1	0	2	7	3
COc1ccc(Br)cc1/C=C/C(=O)Nc1c(C)cccc1C	1	4	12	6	-1	-2	-3	6	-25
CC(C)(C)n1nnnc1C(c1ccc(C(F)(F)F)cc1)N(Cc1ccc(F)cc1)Cc1ccco1 (centres undefined)	-10	-7	9	2	4	2	-1	17	6[fluorescence artefact?]
CC1CCCCC1NC(=O)CCCCCn1c(=S)[nH]c2ccccc2c1=O (centres undefined)	20	-2	4	-8	-1	1	0	13	-9
Cc1ccccc1-n1c(C)c(C#N)c(=O)c(-[n+]2ccccc2)c1[S-]	-6	1	-2	-1	3	9	8	7	-2
CCCC(C)C(=O)OCC(=O)Nc1ccc(Br)cc1 (centres undefined)	22	-3	-6	7	-1	6	-1	1	7
O=C(C1CCN(C2CCN(Cc3ccc4cc(F)ccc4n3)CC2)CC1)N1CCCC1	-5	x	12	2	0	-1	1	14	-2
CCSc1nnc(NC(=O)CSc2nnc(CNC(=O)c3ccc(OC)c(OC)c3)o2)s1	6	-10	3	-3	-4	5	5	6	-5
COC(=O)c1cccc(Nc2ncnc3ccc(C)cc23)c1	2	11	4	8	-1	0	1	16	-5
Cc1nc2ccccc2c2oc(C(=O)NCCN3CCCCC3C)cc12 (centres undefined)	1	1	1	-2	0	5	0	13	6
Cc1nc2ncnn2c(Nc2ccc3c(c2)OCO3)c1Cc1ccccc1	2	-1	-20	-5	3	1	0	9	-2
CCOC(=O)c1c(N)c(C#N)cn1-c1ccccc1	11	-12	2	2	-2	4	0	10	-8[fluorescence artefact?]
COCCn1c(-c2ccc(Br)cc2)nc2oc3cc(OC)ccc3c(=O)c2c1=O	4	4	-17	-6	0	1	-2	2	19
CCOC(=O)C(CC)/C(C)=N\NC(=O)c1ccccc1O (centres undefined)	0	-34	5	0	6	-2	1	6	-4
Cc1cccc2nc(CSc3ccccc3N)cn12	-9	-9	-10	-3	3	x	x	2	-17[fluorescence artefact?]
Cc1nc2nc(COc3ccccc3)[nH]n2c(=O)c1Cc1ccccc1	-1	7	-9	-1	0	-5	2	-6	7
COc1ccc(-c2nc(CN(Cc3cnn(C)c3)C(C)C)c(C)o2)c(OC)c1	15	3	0	-11	2	-2	-2	8	3
CCOc1cc(/C=N/N=C2/NC(=O)C(CC(=O)O)S2)ccc1OCc1ccc(Cl)cc1 (centres undefined)	31	-5	-2	-9	0	-2	-2	1	-1
CC12CCC(c3c(C(=O)O)nn(-c4ccc(F)cc4)c31)C2(C)C (centres undefined)	1	-4	5	5	0	-1	1	22	-6
COCCSc1nnc(NS(=O)(=O)c2ccccc2)s1	18	-5	-1	3	-3	1	9	9	-6
CSc1ccc(Cl)c(C(=O)OCC(=O)N(C)CCC#N)c1	7	-4	-5	-12	-2	0	-2	6	-3
Nc1ccc2c(c1)Cc1cc([N+](=O)[O-])ccc1-2	-1	5	2	0	0	-57	-20	12	-10
CCSc1nc(N)c2c(C)c(C)sc2n1	3	-10	4	-4	0	0	-1	5	-1[fluorescence artefact?]
COCCCNC(=O)CCN1C(=O)COc2ccccc21	0	-1	18	3	-1	-1	-1	10	3[fluorescence artefact?]
Cc1cc(C[n+]2cc(Br)ccc2N)c2ncccc2c1	23	6	1	2	-2	-5	0	9	5
N=c1sccn1CC(=O)NC(=O)NC1CCCC1	-2	-11	23	-1	4	3	-2	7	2
CCOCCCNC(=O)c1c[nH]c2ccc(OCC)cc2c1=O	21	1	1	0	-1	0	-2	9	10
Cc1csc(SCC(=O)NC(=O)NC2CCCC2)n1	23	-4	11	-7	-1	-4	2	6	-10
CC1=C(C(=O)NCCc2ccc(C)cc2)C2(CCC(C)CC2)OC1=O (centres undefined)	0	11	8	-1	3	-3	0	14	8
Cc1ccc(-c2nnc(CCC(=O)NCC3C4CC5CC(C4)CC3C5)o2)s1 (centres undefined)	9	x	1	-4	3	1	-1	9	-15
COc1ccc(CN(C(=O)CSc2nnc(-c3ccccc3F)o2)c2ccc(F)cc2)cc1	1	-3	-7	1	1	-6	0	13	9
CC1(C)CC(=O)C2=C(C1)Oc1ncn(CCO)c(=N)c1C2c1ccccc1 (centres undefined)	0	-23	-3	-3	0	4	2	3	3
C=CCn1c(COc2ccc(Cl)cc2)nnc1SCC(=O)N/N=C/c1ccccc1	0	-2	0	4	-1	3	-2	6	-2
O=C(c1ccccc1)c1cccn1CC(=O)N1CCCCCC1	-1	-10	3	1	-2	0	0	13	4
CC(C)C(=O)Nc1ccccc1C(=O)N/N=C/c1ccc([N+](=O)[O-])cc1	2	0	4	5	-1	3	-4	13	x
CN(C(=O)CSc1nnnn1-c1ccccc1)C1CCS(=O)(=O)C1 (centres undefined)	13	-6	-7	5	3	2	-2	5	-1
Cc1ccc(OC(=S)Nc2ccccc2)c(C)c1	4	-10	2	0	-2	-3	2	11	-3
CC(=O)OCc1nc2ccccc2s1	1	-11	-6	-6	3	1	0	0	-5
CC(NC(=O)COC(=O)c1ccco1)c1ccccc1 (centres undefined)	0	5	7	6	0	1	1	16	x
Cc1ccc(C2C3=C(Nc4[nH]n(-c5ccccc5)c(=O)c42)c2ccccc2C3=O)cc1 (centres undefined)	11	-17	3	-1	-1	-8	1	7	-22
CN(C)S(=O)(=O)N(CC(=O)Nc1ccc(F)c(F)c1)c1ccccc1	4	-34	-9	1	1	0	6	10	-16
